# Source: PubChem
# Giardia kill = Giardia lamblia killing. 0.15% of 340,000 active. activity change, % at 7.66 µM, hits read low. AID 540267. Giardia lamblia trophozoite viability; in the data active means activity change below about -80%; inconclusive means between about -30% and that limit;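 further: parasites exposed to compound for two days anaerobically before the ATP read; on the % scale 0 is the no-effect control and ±100 the full control effect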
#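 Giardia lamblia trophozoites (100 cells/well) were incubated with compounds for 48 h at 37 deg C under anaerobic conditions. Viability was read as ATP content by one-step luminescence after 15-30 min at room temperature.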
# MLL CXXC-DNA inh = blocks binding of human MLL CXXC domain to DNA; Q03164; MLL-CXXC / FITC-HOXA9 DNA fluorescence polarization; Potency, µM (top dose mostly 115 µM), inactives show at the highest dose activity change, negative = inhibition, actives largely listed as inhibitors; 0.037% of 290,000 active; active means well fitted inhibition curve with a large enough effect in the polarisation, with a control signal flat, not every such curve was filed as active; inconclusive means small, poorly fitted or top-dose-only effect, or effect the other way, or a change in a side signal; inactive means no such curve, though single readings can be large or run the other way; the % refers to the polarisation; further: potency means the concentration at half of the fitted maximal effect
#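 Steps: dispense CXXC domain solution (7 uM) → pin compounds or unlabeled HOX-A9 DNA control → 5 min ambient → add FLSN-HOX-A9 solution (50 nM) → spin → 30 min ambient → fluorescence polarization. Tris pH 7.5/NaCl/DTT/BSA buffer.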
# AT treatment = potential ataxia-telangiectasia treatment; […] A-T fibroblasts, KAP-1 phosphorylation AlphaLISA; neocarzinostatin DNA damage 30 min before lysis; Potency, µM (titrated, usually from 57.5 µM), for inactives: at the top dose activation, hits mostly activators; 0.19% of 320,000 active; AID 485349; further: potency means the concentration at half of the fitted maximal effect; % of control where 0% means no effect; nearly all actives have a fitted effect of over 45% in size
#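 hTERT-immortalized A-T patient fibroblasts ([…]), 500 cells/well in OPTI-MEM, 1% FBS, got compounds for 60 min, then NCS for 30 min at 37C. Lysates were then assayed for phospho-KAP-1 by AlphaLISA (anti-pKAP1 donor, anti-KAP1 acceptor beads), 6 hr at 25C.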
# Chronic BCR inh = chronic active BCR signaling inhibition; ABC-DLBCL IkBa-CBG/CBR reporter, luminescence ratio, 4 h; AID 493014; 0.05% of 340,000 active; Potency, µM (doses to about 46.1 µM), inactives show at the top dose ratio change, negative = lower green/red ratio, most hits filed as inhibitors; active means well fitted inhibition curve with a large enough effect in the signal ratio, with a control signal flat, not every such curve was filed as active; inconclusive means small, poorly fitted or top-dose-only effect, or effect the other way, or a change in a side signal; the % refers to the signal ratio;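 further: potency means the concentration at half of the fitted maximal effect; plate controls were basal doxycycline-induced cells for no effect and cells given 10 µM MG132 for full effect; MG132 reads +100%, hits lower the ratio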
#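 Doxycycline induced both beetle luciferases in TMD8 lymphoma cells; IKK-driven degradation limits the IkappaBalpha-fused green signal, while red luminescence normalises for cell number and nonspecific effects. Compounds tested up to 46 uM, 4 hrs.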
# TCR act = activators of T cell receptors; primary human leukocytes, anti-CD3, IL-2 HTRF, 48 h; Potency, µM (doses to about 9.22 µM), inactives show top-dose activation of IL-2 secretion, most hits filed as activators; 330,000 tested, under 10 active; AID 504894; further: % of control where 0% means no effect
#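 Compounds are tested in HTS on primary human leukocytes co-incubated with a-CD3 beads for 48 hr. IL-2 output is measured by time-resolved FRET.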
# hERG WT inh = inhibitors of human wildtype KCNH2 potassium channel | Q12809 | U2OS, BacMam KCNH2, thallium flux FluxOr; stronger effect = lower value | activity change, % at 1.84 µM | 0.37% of 340,000 active | AID 720551;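 active means maximum activity change below -70%; inconclusive means maximum activity change between -70% and -50%; inactive means maximum activity change above -50%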; further: on the % scale 0 is the no-effect control and ±100 the full control effect
#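 U2OS cells transduced with wild-type KCNH2 virus are loaded with FluxOr dye for 45 min, and thallium flux is measured in kinetic reads before and after stimulation buffer. Rate constants are normalized to DMSO controls.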
# GALK inh = blocks human galactokinase activity. P51570. Purified GALK, Kinase-Glo residual ATP luminescence. Potency, µM (top dose mostly 57.5 µM), without a hit: at the highest dose activity change, negative = inhibition, actives largely listed as inhibitors. 0.007% of 270,000 active. AID 1868; further: potency means the concentration at half of the fitted maximal effect; on the % scale 0 is the no-effect control and ±100 the full control effect
#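 Human GALK (5 nM) with 35 uM ATP and 100 uM galactose in 20 mM HEPES pH 8.0, 5 mM MgCl2, 60 mM NaCl, 1 mM DTT, 0.01% BSA. After 1 h at room temperature, leftover ATP was read by Kinase-Glo Plus luminescence.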
# Coupling enz = inhibits coupling enzyme system, counter-screen for aldolase hits. coupling enzyme system counterscreen, AmpLite Red fluorescence. activity change, negative = inhibition, % at 58.2 µM, hits read low. 0.67% of 290,000 active. AID 2472; in the data active means activity change below about -30%; further: on the % scale 0 is the no-effect control and ±100 the full control effect
#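 First, compound is pin-transferred into glyceraldehyde-3-phosphate coupling-enzyme reagent at 57.5 uM final and held 10 min at RT. Next, substrate, coupling system and AmpLite Red are added. After 20 min RT, fluorescence (525/598 nm) is read.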
# TSHR antag = antagonists of human thyroid stimulating hormone receptor. P16473. TSHR-expressing cells, TSH-stimulated cAMP HTRF, 2 h; stronger effect = lower value. activity change, negative = inhibition, % at 11.5 µM. 0.2% of 330,000 active. AID 504810;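 active means activity change below a set negative limit, meaning inhibition stronger than a set level, cut at about -70% in these data; inconclusive means activity change between two set negative limits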; further: on the % scale 0 is the no-effect control and ±100 the full control effect
# Target sequence (P16473 whole entry, looked up): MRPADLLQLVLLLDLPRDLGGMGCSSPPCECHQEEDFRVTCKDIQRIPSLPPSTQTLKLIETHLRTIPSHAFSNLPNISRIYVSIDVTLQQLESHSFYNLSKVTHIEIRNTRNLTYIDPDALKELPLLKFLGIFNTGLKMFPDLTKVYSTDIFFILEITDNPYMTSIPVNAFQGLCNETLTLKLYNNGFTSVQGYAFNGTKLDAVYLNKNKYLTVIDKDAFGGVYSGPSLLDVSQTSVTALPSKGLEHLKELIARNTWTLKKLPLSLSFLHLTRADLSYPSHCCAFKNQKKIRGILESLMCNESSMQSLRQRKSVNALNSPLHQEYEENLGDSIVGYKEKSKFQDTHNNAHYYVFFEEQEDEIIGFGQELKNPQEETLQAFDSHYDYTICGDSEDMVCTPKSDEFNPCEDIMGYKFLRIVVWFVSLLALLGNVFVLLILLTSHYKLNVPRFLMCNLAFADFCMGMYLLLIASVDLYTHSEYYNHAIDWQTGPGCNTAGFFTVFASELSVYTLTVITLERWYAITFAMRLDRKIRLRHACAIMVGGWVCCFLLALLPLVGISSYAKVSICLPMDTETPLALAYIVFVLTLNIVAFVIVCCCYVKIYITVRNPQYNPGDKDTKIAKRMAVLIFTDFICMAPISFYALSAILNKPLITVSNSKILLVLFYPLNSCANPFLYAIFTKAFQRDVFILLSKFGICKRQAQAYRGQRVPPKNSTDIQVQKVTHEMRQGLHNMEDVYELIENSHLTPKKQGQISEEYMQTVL
#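 Competitive HTRF cAMP read-out (cryptate anti-cAMP antibody, cAMP-d2; 30 min, room temperature) in freshly harvested TSHR cells. Compounds added before TSH at EC80 (4nM final), followed by 2 hours' incubation at 37 deg C.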
# Tb PFK inh = inhibitors of T. brucei phosphofructokinase; T. brucei PFK, ADP-Glo luminescence; 0.17% of 330,000 active; O15648; Potency, µM (highest dose often 57.5 µM), for the others: top-dose activity, negative = inhibition, usual class: inhibitors;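 further: potency means the concentration at half of the fitted maximal effect; 0% = uninhibited 1x PFK enzyme wells and -100% = no-enzyme wells; nearly all actives have a fitted effect of over 60% in size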
#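 PFK 1.25 nM, F6P 0.5 mM, ATP 0.1 mM, 0.1 M TEA pH 8.0, 5 mM MgCl2, 0.01% Tween20, 0.1% BSA; 45 min RT. ADP-Glo readout. qHTS titration up to 57 uM; curves fitted, compounds curve-classed.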
# An asterisk follows results filed as active; i = inactive; ? = inconclusive; · = no result given; [ ] = another dose, or the depositor's remark. Unless noted, the call rests on the fitted dose curve; in most records, active means well fitted curve in the direction sought with a large enough effect; inconclusive means small, poorly fitted or top-dose-only effect, or another doubt; inactive means no such curve, though single readings can be large; an effect the other way counts as inactive or inconclusive.
SMILES,Giardia kill,MLL CXXC-DNA inh,AT treatment,Chronic BCR inh,TCR act,hERG WT inh,GALK inh,Coupling enz,TSHR antag,Tb PFK inh
Cc1c(CCO)c(=O)oc2n[nH]c(-c3ccccc3)c12,18,-6%,0%,2%,-9%,10,11%,1,-5,-1%
O=C(CSc1nc2[nH]ncc2c(=O)[nH]1)Nc1ccc(Cl)c(Cl)c1,-6,·,4%,15%,1%,-7,·,·,-2,-11%
COc1ccc(C2NS(=O)(=O)N=C2N)cc1 (stereo not given),-2,3%,-2%,3%,-23%,8,0%,1,4,0%
COc1ccccc1NC(=O)CN1C(=O)COc2ccc(C)cc21,1,-8%,-1%,?,·,-16,-5%,0,30,-4%
O=C(NCCCN1CCCC1)C1CCC(=O)N1C1CCCCC1 (stereo not given),-5,3%,0%,-8%,3%,-18,3%,-1,8,-3%
COc1cccc(COCC(O)CN2CCC(C(N)=O)CC2)c1 (stereo not given),-10,2%,4%,1%,12%,-1,0%,-1,-5,0%
Cc1c(NC(=O)c2c(NC(=O)CNC3CC3)sc3c2CCCC3)c(=O)n(-c2ccccc2)n1C,3,6%,2%,?,-2%[46.1 µM],19,-2%,-1,8,-11%
O=[N+]([O-])c1ccc(CN2CCN(c3nc4ccccc4s3)CC2)cc1,10,5%,-3%,0%,0%,-1,1%,3,11,7%
COc1ccc(CNC(=O)c2c[nH]c3ccccc3c2=O)cc1,-25,-5%,3%,-3%,·,-15,-1%,-1,10,1%
O=C(c1ccc2c(=O)n3c(nc2c1)CCCCC3)N1CCN(c2ccccc2F)CC1,5,-6%,-2%,?,4%,-1,·,0,-3,1%
COc1ccc(NC(=O)c2c(N)no[n+]2[O-])c(OC)c1,-12,-9%,5%,-1%,·,8,10%,8,18,-1%
CCOC(=O)C(C)Oc1ccc2c(-c3cccc([N+](=O)[O-])c3)cc(=O)oc2c1 (stereo not given),-7,-5%,-3%,1%,-1%[46.1 µM],-12,2%,0,-1,-8%
Cc1ccc(C(=O)N2CCN(C(=O)c3ccco3)CC2)cc1NC(=O)c1ccco1,-17,67%[activator],-3%,-3%,6%,i,2%,-2,17,-5%
CCOC(=O)NC(NCc1ccccc1)(C(F)(F)F)C(F)(F)F,-6,2%,-2%,?,-9%[46.1 µM],6,0%,1,-5,-5%
Cc1nc(/N=C\N(C)C)sc1C(=O)Nc1ccccc1,3,-8%,5%,?,5%,-9,-2%,3,2,-2%
COc1ccc(Oc2nc(C)nc3c2oc2ccccc23)cc1,3,-9%,19%,-5%,-1%,-3,4%,2,-47,1%
COc1ccc(-c2cccc(NC(=O)COc3ccc(Cl)cc3)c2)nn1,-6,-3%,8%,1%,0%,6,1%,1,-11,-6%
CC(C)(C)CN1C(N)=NC[C@H]1Cc1ccc(O)cc1,14,-4%,3%,?,-10%,2,-2%,5,19,-6%
CCOc1ccccc1CN1CCNC(=O)C1CC(=O)N(C)Cc1cnccn1 (stereo not given),7,0%,6%,1%,·,9,1%,-1,11,-9%
COc1ccc2nc(C)cc(SCC(=O)N/N=C/c3ccco3)c2c1,6,37%[activator],-5%,-1%,-37%,-14,0%,1,6,13%
COc1ccccc1N1CCN(C(=O)c2nn(-c3ccccc3OC)c(=O)c3ccccc23)CC1,-3,2%,7%,?,15%,-3,0%,2,-8,0%
CC(C)(C)NC(=O)C(c1ccc(O)cc1)N(Cc1ccco1)C(=O)Cn1nnc(-c2cccs2)n1 (stereo not given),-14,-12%,·,?,1%[46.1 µM],-14,-4%,-3,-13,3%
CN(C)S(=O)(=O)c1ccc(NC(=O)c2ccc(Br)o2)cc1,0,-6%,·,-2%,8%,2,1%,2,0,-2%
N#CCCN1CCN(S(=O)(=O)c2ccc(S(=O)(=O)NCC3CCCO3)cc2)CC1 (stereo not given),2,1%,13%,-3%,2%,0,0%,2,7,0%
O=S(=O)(Nc1c(S(=O)(=O)c2ccccc2)c2nc3ccccc3nc2n1C1CCCCC1)c1ccccc1,-1,-4%,8%,?,-16%,-17,-5%,-53*,-36,-1%

# Reprinted from the part before: 2 compounds; new compounds follow.
SMILES,Giardia kill,MLL CXXC-DNA inh,AT treatment,Chronic BCR inh,TCR act,hERG WT inh,GALK inh,Coupling enz,TSHR antag,Tb PFK inh
N#CCCN1CCN(S(=O)(=O)c2ccc(S(=O)(=O)NCC3CCCO3)cc2)CC1 (stereo not given),2,1%,13%,-3%,2%,0,0%,2,7,0%
O=S(=O)(Nc1c(S(=O)(=O)c2ccccc2)c2nc3ccccc3nc2n1C1CCCCC1)c1ccccc1,-1,-4%,8%,?,-16%,-17,-5%,-53*,-36,-1%
COC(=O)c1sc(NC(=O)c2cc(C)on2)nc1C,0,1%,9%,?,1%,-6,2%,-1,-3,1%
O=C(COC(=O)c1ccc([N+](=O)[O-])o1)Nc1ccc(N2CCOCC2)cc1,-5,·,6%,1%,-4%,1,·,·,·,-3%
O=C(CC1C(=O)NCCN1C(=O)c1ccc(F)cc1)OCc1ccccc1 (stereo not given),41[activator],1%,-2%,9%,-6%,0,0%,2,0,0%
COc1ccccc1-c1cc(C(=O)Nc2sc3c(c2C#N)CCC(C)C3)c2ccccc2n1 (stereo not given),16,19%,0%,-7%,1%,-30,-5%,-2,2,0%
CSc1nnc(C)c(/C=C/NOCc2cccc(F)c2)n1,3,-1%,20%,-14%,-5%,3,4%,-1,11,-8%
FC(F)(F)C1=Nc2cccc3cccc(c23)N1,-4,·,-2%,9%,7%,-3,·,·,-8,0%
c1ccc(Cc2noc(CN3CCCN(C4Cc5ccccc5C4)CC3)n2)cc1,-6,-2%,11%,?,-1%,-23,6%,2,15,1%
O=c1c(/C=N/N2CCOCC2)c(C(F)(F)F)[nH]n1-c1ccccc1,0,14%,0%,1%,5%,-7,0%,0,7,2%
O=C(CS(=O)(=O)c1ccccc1)Nc1ccc(N2CCOCC2)cc1,3,4%,-5%,-7%,-10%,-4,-2%,-8,-10,-8%
COc1ccc(NC(=S)N(Cc2ccccn2)Cc2ccccc2Cl)cc1,0,-2%,0%,4%,-1%,-3,-1%,1,-1,-5%
O=[N+]([O-])c1cccc(CN2CCCCCC2)c1,-3,5%,-35%,-1%,6%,0,-6%,3,1,0%
CCOc1ccc(N2CC(C(=O)N3CC(C)OC(C)C3)CC2=O)cc1 (stereo not given),7,4%,1%,-2%,-2%,7,-3%,-2,-4,-2%
CCOC(=O)C1CCN(C(=S)Nc2ccc(Cl)cc2C)CC1,8,13%,1%,-1%,9%,i,-3%,-3,6,1%
CC(NC(=O)Cc1ccc(NS(=O)(=O)c2cccc(C(F)(F)F)c2)cc1)c1ccccn1 (stereo not given),-27,41%[activator],-2%,4%,-1%,-2,0%,1,-4,0%
O=C(COC(=O)Cc1ccccc1F)Nc1cccc(S(=O)(=O)NC2=NCCCCC2)c1,-8,-6%,6%,?,4%,-12,-2%,-2,-1,-9%
CCOC(=O)c1ccc(NC(=O)c2nc[nH]c2C(=O)N[C@@H](Cc2ccccc2)C(=O)OC(C)(C)C)cc1,-15,-19%,50%,4%,-6%,0,-2%,-4,-2,-3%
CC(=O)NC(Cc1c[nH]c2ccccc12)C(=O)NCc1ccc2c(c1)OCO2 (stereo not given),-1,7%,3%,-4%,1%,-13,-4%,-1,3,-12%
O=C(/C=C/c1ccc(F)cc1)Nc1nc2ccccc2[nH]1,·,-3%,-3%,?,9%[46.1 µM],·,2%,0,-2,-2%
Cc1csc(NC(=O)CSc2nnc(-c3ccoc3C)n2CCc2ccccc2)n1,4,5%,5%,?,1%,-8,1%,4,13,-2%

# Exported with each value named: part of the list above.
COc1ccc(NC(=S)N(Cc2ccccn2)Cc2ccccc2Cl)cc1
  Giardia kill: 0 | MLL CXXC-DNA inh: -2% | AT treatment: 0% | Chronic BCR inh: 4% | TCR act: -1% | hERG WT inh: -3 | GALK inh: -1% | Coupling enz: 1 | TSHR antag: -1 | Tb PFK inh: -5%

O=[N+]([O-])c1cccc(CN2CCCCCC2)c1
  Giardia kill: -3 | MLL CXXC-DNA inh: 5% | AT treatment: -35% | Chronic BCR inh: -1% | TCR act: 6% | hERG WT inh: 0 | GALK inh: -6% | Coupling enz: 3 | TSHR antag: 1 | Tb PFK inh: 0%

CCOc1ccc(N2CC(C(=O)N3CC(C)OC(C)C3)CC2=O)cc1 (stereo not given)
  Giardia kill: 7 | MLL CXXC-DNA inh: 4% | AT treatment: 1% | Chronic BCR inh: -2% | TCR act: -2% | hERG WT inh: 7 | GALK inh: -3% | Coupling enz: -2 | TSHR antag: -4 | Tb PFK inh: -2%
